# Screening results as filed in PubChem BioAssay.
# DNA FID counter: compounds displacing fluorescent DNA intercalator, primary screen, artefact control for HCV NS3 helicase inhibitor project, biochemical, FID fluorescence. DNA fluorescent intercalator displacement. inhibition, % at 7.9 µM. 0.17% of 290,000 active. AID 1845, 2009; in the data active = inhibition above about 37%;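 also: 0% = vehicle and 100% = reference compound; higher means more ethidium bromide displaced from hairpin DNA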
# PHOSPHO1 block: PubChem AID 1565. Phosphoethanolamine/phosphocholine phosphatase (Homo sapiens), Q8TCT1. recombinant PHOSPHO1, absorbance phosphatase assay. inhibition, % at 13.3 µM. 1.1% of 290,000 active; in the data active = inhibition above about 60%
# Target sequence (Q8TCT1 whole entry, looked up): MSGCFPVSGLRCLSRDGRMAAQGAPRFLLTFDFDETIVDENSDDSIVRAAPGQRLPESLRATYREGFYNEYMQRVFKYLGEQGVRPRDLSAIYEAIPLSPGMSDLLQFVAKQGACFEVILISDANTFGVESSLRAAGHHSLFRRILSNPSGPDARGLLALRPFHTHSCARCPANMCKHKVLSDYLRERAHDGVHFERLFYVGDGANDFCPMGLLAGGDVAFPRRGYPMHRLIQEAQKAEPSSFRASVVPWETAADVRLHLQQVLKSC
# MEKK2wt PB1 HTS: modulators of MEK5 binding to wildtype MEKK2, primary screen, biochemical, multiplex bead flow cytometry, Alexa488-MEK5 | Mitogen-activated protein kinase kinase kinase 2 (Homo sapiens), Q9Y2U5 | Alexa488-MEK5 binding to MEKK2 WT; actives lie on both sides | binding response (% of control), % at 10 µM | 1.1% of 290,000 active | AID 1531, 2009; in the data active = binding response below about 67% or above about 130%
# M18AAP inhibitor: PfM18AAP inhibitors, malaria aminopeptidase, primary screen, biochemical, QFRET, recombinant enzyme; H-Glu-NHMec fluorogenic cleavage; inhibition, % at 7.35 µM; 1.2% of 290,000 active; AID 1822, 2009;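 active = inhibition above the campaign mean inhibition over all tested compounds plus 3 SD, cut at about 28% in these data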;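 also: 0% = plate median of test compound wells and 100% = 2 mM ZnCl2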
# MEKK3 PB1 HTS: modulators of MEKK3-MEK5 PB1 binding, primary screen, biochemical, wildtype MEKK3, multiplex bead flow cytometry, Alexa488-MEK5; binding response (% of control), % at 10 µM; AID 1529, 2009; bead-based flow cytometry, Alexa488-MEK5 binding to MEKK3; actives lie on both sides; 0 = blocked by unlabeled MEK5, 100 = vehicle; 1.4% of 290,000 active;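 active = binding response more than 3 SD above or below the average of its plate-row segment, actives on both sides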;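 also: Alexa488 bead fluorescence after subtracting the streptavidin-only scavenger bead signal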
# NALP1 inh: NALP1 inflammasome inhibitors in reconstituted yeast, colorimetric, S. cerevisiae, triplicate retest; S. cerevisiae NALP1/ASC/caspase-1 growth, X-gal OD620, 72 h; inhibition, % at 10 µM; 0.61% of 280,000 active; AID 2071, 2009; in the data active = inhibition mostly above about 24%, no sharp cut-off; inactive = mostly below about 32%; also: some compounds called inactive have numbers as strong as hits
# OXTR ag: human OXTR agonists, primary screen, fluorescence, CHO-OTR cells, Fluo-8 calcium. Oxytocin receptor (Homo sapiens), P30559. Fluo-8 calcium fluorescence; normalized: DMSO 0%, oxytocin 100%. 0.32% of 320,000 active. activation, % at 3 µM;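 active = activation above the mean of all tested compounds plus 3 SD, cutoff set per screening run, cut at about 20% in these data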;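 also: peak over basal fluorescence ratio from a 100 s FLIPR kinetic read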
# Target sequence (P30559 whole entry, looked up): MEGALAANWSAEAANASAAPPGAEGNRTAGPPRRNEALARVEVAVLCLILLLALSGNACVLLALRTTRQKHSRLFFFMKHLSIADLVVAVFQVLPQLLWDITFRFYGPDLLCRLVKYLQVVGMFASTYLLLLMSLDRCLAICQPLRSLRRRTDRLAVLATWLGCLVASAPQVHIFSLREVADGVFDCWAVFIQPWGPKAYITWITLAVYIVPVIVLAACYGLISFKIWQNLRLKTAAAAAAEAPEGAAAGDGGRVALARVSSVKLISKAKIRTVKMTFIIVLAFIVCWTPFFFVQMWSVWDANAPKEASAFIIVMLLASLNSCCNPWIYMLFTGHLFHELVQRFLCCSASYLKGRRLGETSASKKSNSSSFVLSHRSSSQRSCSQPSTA
# MEKK2 mut-MEK5: MEK5 binding signal on mutant MEKK2 PB1, primary screen, biochemical, multiplex bead flow cytometry, Alexa488-MEK5. AID 1530, 2009. percent response, % at 10 µM. 0.35% of 290,000 active. Alexa488-MEK5 binding to MEKK2 mutant; in the data active = percent response above about 24%, passing the limit was not always enough; also: inactives centre near 1; some results filed as inactive read as strong as hits; reference of the scale not given here
# GPR7 antag: GPR7 receptor antagonists, primary screen, cell-based, fluorescence, single concentration; 1.1% of 290,000 active; GPR7-expressing cells, fluorescence antagonist assay; inhibition, % at 4.4 µM; AID 1861, 2009; in the data active = inhibition above about 16%, passing the limit was not always enough;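 also: cells stimulated with the agonist NPW; 0% = agonist with vehicle and 100% = vehicle without agonist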
# Target sequence (P48145 whole entry, looked up): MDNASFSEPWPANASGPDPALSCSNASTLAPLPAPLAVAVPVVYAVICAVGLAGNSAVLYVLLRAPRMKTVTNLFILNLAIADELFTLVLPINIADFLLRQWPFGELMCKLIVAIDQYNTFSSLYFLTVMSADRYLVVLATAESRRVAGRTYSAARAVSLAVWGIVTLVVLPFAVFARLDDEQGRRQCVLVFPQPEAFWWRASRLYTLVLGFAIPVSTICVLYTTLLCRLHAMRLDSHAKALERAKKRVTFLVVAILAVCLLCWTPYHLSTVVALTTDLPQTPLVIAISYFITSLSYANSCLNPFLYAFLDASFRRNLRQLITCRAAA
# An asterisk follows results filed as active; . = no result given; [ ] = remark or other dose.
mol,NALP1 inh,PHOSPHO1 block,M18AAP inhibitor,OXTR ag,DNA FID counter,GPR7 antag,MEKK3 PB1 HTS,MEKK2wt PB1 HTS,MEKK2 mut-MEK5
COc1ccc(C2=NOC(CNC(=S)N3CCOCC3)C2)cc1 (stereo not given),-1.2,24.6,-2.5,1.2,-9.7,9.2,88.0,91.0,-9.0
CCOC(=O)N1CCN(Cc2oc(CO)cc(=O)c2O)CC1,14.4,-8.0,9.2,1.0,1.5,-3.9,96.0,99.0,-8.0
N#Cc1nc(-c2ccc(OCc3ccc(Cl)cc3)cc2)oc1NCCCn1ccnc1,7.3,-15.6,-4.1,1.5,-1.1,-7.6,108.0,113.0,8.0
O=C1NC(=O)C2C1C(c1ccccc1)N1C3C(=O)NC(=O)C3C(c3ccccc3)N21 (stereo not given),6.7,-11.5,-3.9,0.2,-7.9,-11.9,100.0,106.0,5.0
Cc1cc(Cl)c2oc(C(=O)N3CCC(O)(c4ccccc4)CC3)c(C)c2c1,15.6,12.8,-9.3,-0.4,-27.8,-7.5,105.0,106.0,5.0
Cc1ccc(N(C)S(=O)(=O)c2cccc(C(=O)NC3=NCCS3)c2)cc1,14.5,0.3,0.5,1.0,-13.0,-1.5,105.0,107.0,2.0
COc1ccc(CCn2c3c(c(=O)[nH]c2=O)C(NC(=O)c2cccs2)(C(F)(F)F)C(=O)N3)cc1OC (stereo not given),12.5,37.9,0.5,0.1,2.8,-1.8,95.0,98.0,-1.0
COCC1CCN(Cc2cn[nH]c2-c2ccc(OC)cc2F)C1 (stereo not given),-7.0,5.7,-21.1,0.2,7.1,-8.8,87.0,102.0,-4.0
CCC(=O)N(Cc1cc(=O)[nH]c2ccccc12)c1ccc(C)cc1,15.0,25.4,2.4,1.0,-25.8,-17.4,94.0,94.0,-2.0
CC(=O)N1CCN(C(=O)c2ccc(OC3CCN(CCc4ccccc4)CC3)cc2)CC1,-1.6,43.1,-4.5,0.5,-1.3,-7.8,99.0,107.0,3.0
Cc1cccc2c1NC1(CCCC1)CC2C (stereo not given),8.7,24.0,-6.9,0.3,2.9,-8.5,101.0,100.0,10.0
CCCCOC(=O)c1nnc(-c2ccccc2)o1,24.1,6.1,-11.8,-1.1,-1.9,-1.6,87.0,86.0,-13.0
CCNC(=O)/C(C#N)=C/c1c(N2CCN(c3ccccc3)CC2)nc2ccccn2c1=O,7.6,37.3,7.6,.,-37.1,-22.7,103.0,102.0,-1.0
COc1ccccc1/C=C/c1nc(S(=O)(=O)c2ccccc2)c(N(C)C)o1,2.5,-20.1,7.1,-0.5,-13.3,-1.4,99.0,96.0,1.0
Cc1cccc(C(=O)OC(C)CN2CCN(C)CC2)c1 (stereo not given),1.0,22.6,10.7,0.1,6.6,-0.5,95.0,97.0,-1.0
COc1ccc(C(=O)Nn2c(C3CCC3)nc3ccccc3c2=O)c(OC)c1,8.3,-17.4,-1.5,-0.9,-2.6,-13.4,111.0,109.0,6.0
COCCCN1C(=O)c2[nH]nc(-c3ccccc3O)c2C1c1cccc(Cl)c1 (stereo not given),11.0,-6.8,8.1,0.1,-35.5,0.7,107.0,104.0,3.0
CC1CCCC/C1=N\NC(=S)Nc1cccnc1 (stereo not given),5.5,-74.1,18.4,0.2,-9.2,-5.3,4.0*[inhibitor],6.0*[inhibitor],-45.0
CCc1nc(SCC(=O)NNC(=O)C2CCCCC2)c2ccccc2n1,-1.4,27.0,6.1,-1.0,-6.9,-14.1,104.0,109.0,7.0
Cn1cnc([N+](=O)[O-])c1Oc1cccc2ccccc12,5.6,9.7,2.0,-1.8,2.2,-1.0,102.0,100.0,-2.0
COc1ccc(C(C)=O)c(OC(=O)c2ccc(OC)c(OC)c2)c1,0.6,14.0,0.3,0.0,-7.6,-16.0,103.0,105.0,-1.0
COc1ccccc1CCNC(=O)Nc1cccc([N+](=O)[O-])c1,9.0,-22.6,-9.1,3.0,4.9,-9.0,105.0,101.0,2.0
Cc1[nH]c(=O)[nH]c(=O)c1S(=O)(=O)NCCc1ccc(S(N)(=O)=O)cc1,0.8,20.9,-6.6,1.6,1.9,-1.6,106.0,106.0,13.0
Cc1nn(C)c(C)c1/C=N/NC(=O)CCn1nc(C)c([N+](=O)[O-])c1C,-3.9,5.7,-0.6,0.1,-5.5,-6.0,102.0,120.0,13.0
O=C(CCN1C(=O)/C(=C\c2cccs2)SC1=S)Nc1ccccn1,10.2,-7.8,-0.6,4.5,0.7,-7.6,93.0,88.0,-3.0

# An excerpt from above in order of the MEKK3 PB1 HTS value, high to low.
SMILES,MEKK3 PB1 HTS
COc1ccccc1CCNC(=O)Nc1cccc([N+](=O)[O-])c1,105.0
CCc1nc(SCC(=O)NNC(=O)C2CCCCC2)c2ccccc2n1,104.0
COc1ccc(C(C)=O)c(OC(=O)c2ccc(OC)c(OC)c2)c1,103.0
COc1ccc(CCn2c3c(c(=O)[nH]c2=O)C(NC(=O)c2cccs2)(C(F)(F)F)C(=O)N3)cc1OC (stereo not given),95.0

# New compounds follow:
mol,NALP1 inh,PHOSPHO1 block,M18AAP inhibitor,OXTR ag,DNA FID counter,GPR7 antag,MEKK3 PB1 HTS,MEKK2wt PB1 HTS,MEKK2 mut-MEK5
COc1cccc(/C=N/NC(=O)c2nnn(-c3nonc3N)c2C(C)C)c1,30.0,27.3,-2.5,1.5,-18.7,-5.9,98.0,97.0,1.0
CC(CC(=O)Nc1ccc(S(=O)(=O)Nc2ncccn2)cc1)c1ccccc1 (stereo not given),5.2,35.1,-0.4,1.0,-5.9,-4.1,103.0,101.0,5.0
CCn1c(N2CCN(C(=S)NCC(C)C)CC2)nc2ccccc21,25.4,-10.3,-6.0,5.5,-14.4,-4.1,100.0,96.0,1.0
CC(C)c1ccc(OCc2nnc(SCC(=O)N3CCCCC3)o2)cc1,8.5,23.2,3.2,1.8,-49.5,-29.4,99.0,100.0,2.0
CCOc1cc(S(=O)(=O)Nc2ccccc2CC)ccc1Cl,-2.8,8.3,1.4,-0.5,-5.8,-11.5,101.0,98.0,-3.0
Cc1ccc2[nH]c(=O)c(CN(CCCO)S(=O)(=O)c3c(C)ccc4nsnc34)cc2c1,.,9.7,-2.4,0.1,-2.7,5.5,115.0,118.0,15.0
Nc1c(NCCC2=CCCCC2)c(=O)[nH]c(=O)n1Cc1ccccc1,5.6,8.5,-0.2,-1.2,-13.1,-8.2,.,.,.
CCOc1cccc(NC(=O)C2CC(=O)N(C)C(=Nc3ccccc3)S2)c1 (stereo not given),10.6,54.0,-2.5,4.4,-11.3,-11.4,106.0,102.0,4.0
COCC(C)NC(=O)c1cc(-c2ccccc2OC)on1 (stereo not given),-14.9,11.1,-11.9,-1.8,-9.0,-5.8,102.0,106.0,6.0
O=C(O)CC(CC(=O)Nc1nncs1)c1ccccc1 (stereo not given),10.3,-11.8,7.6,0.7,8.4,-17.4,106.0,110.0,5.0
O=C(O)C1CC=CCC1C(=O)Nc1cccc(F)c1 (stereo not given),-0.6,2.9,2.8,-0.3,1.4,-16.4,92.0,93.0,-6.0
CCOC(=O)C1(C)NC(c2ccc(N(C)C)cc2)C2C(=O)N(c3ccc(OC)cc3)C(=O)C21 (stereo not given),-0.1,-0.2,8.9,0.2,-9.4,-9.4,110.0,110.0,4.0
COC(=O)c1cc(Br)c(=O)n(CCc2ccc(O)cc2)c1,-4.3,2.9,-3.8,1.8,-0.5,6.3,110.0,108.0,14.0
CCOC(=O)c1ccc(Oc2nc(OC)cc(OC)n2)cc1,-13.8,-16.5,-2.3,-2.1,-4.7,-15.8,97.0,96.0,-5.0
COc1ccc(S(=O)(=O)N2CCN(c3ccccn3)CC2)cc1[N+](=O)[O-],26.1,15.7,3.8,1.7,-0.9,-11.3,98.0,99.0,1.0
O=C(NC1CCCCC1)C1CC(=O)N(Cc2ccccc2)C1 (stereo not given),12.9,-1.8,-6.9,-0.6,-11.7,20.3,101.0,102.0,4.0
N=C1C(c2nc(-c3cccc([N+](=O)[O-])c3)cs2)=C(O)CN1NC(=O)c1ccco1,-4.2,20.1,17.7,-0.1,2.6,3.0,101.0,98.0,-1.0
CCOC(=O)C1(CCOC)CCN(Cc2cc3ccccc3s2)CC1,24.7,3.1,-20.2,0.1,-5.7,-2.1,113.0,116.0,6.0
O=C(NC(=S)Nc1cccc(NC(=O)c2ccccc2)c1)c1cccc([N+](=O)[O-])c1,16.4,1.4,5.0,-1.5,1.6,-4.5,102.0,92.0,-1.0
C/C(CC(C)C)=N\NS(=O)(=O)c1ccc(C)c([N+](=O)[O-])c1,-5.0,-56.9,4.1,2.3,6.0,0.3,92.0,93.0,-13.0
COc1ccccc1N1CCN(C(=O)CN2C(=O)c3ccccc3S2(=O)=O)CC1,8.4,48.7,-3.3,-0.4,-16.2,-5.5,85.0,89.0,-19.0
COc1ccc(C(=O)N2CCN(C(C)=O)CC2)cc1S(=O)(=O)N1CCOCC1,8.4,32.0,-20.6,0.8,11.3,-0.9,72.0,77.0,-3.0
Cc1c(C)c2ccc(OCC(=O)Nc3ccc(S(N)(=O)=O)cc3)c(C)c2oc1=O,22.7,42.6,-13.4,0.7,-38.5,-5.3,99.0,98.0,-1.0
CCc1c(C)sc(NC(=O)OC)c1C(N)=O,12.1,-9.7,-16.2,1.0,-3.9,-10.7,104.0,100.0,0.0
CCCOc1ccc(C(=O)NC(=S)Nc2nc3ccccc3s2)cc1,9.7,84.6*,-13.5,1.0,2.0,27.8,104.0,99.0,-1.0
FC(F)(F)c1ccc(Nc2nnnc3ccccc23)cc1,-22.8,60.9*,-13.6,-0.7,0.8,-14.2,103.0,98.0,-1.0
CCN(CC)C(=O)CSc1ncnc2sccc12,14.8,7.3,6.1,-0.8,0.1,-14.0,102.0,99.0,-1.0
COc1cc(C(=O)Nc2ccc(C)cc2)c2ccccc2n1,6.4,33.0,3.2,-2.4,-14.4,30.3,105.0,107.0,2.0
CC(C)CCNC(=O)C(C)N(Cc1ccc(F)cc1)C(=O)c1ccc(CN2CCCCC2)o1 (stereo not given),10.1,-6.8,-8.3,-0.5,12.2,8.0,98.0,101.0,-1.0
Cc1ccc(C(=O)c2cc([N+](=O)[O-])ccc2N2CCCCC2)c(C)c1,21.6,-14.7,7.5,-2.1,0.3,5.6,112.0,100.0,-1.0
COc1ccccc1C(c1nnnn1Cc1ccccc1)N1CCC(C(N)=O)CC1 (stereo not given),-145.0,-15.0,-7.1,0.1,-13.7,-10.0,77.0,104.0,4.0
CCN(Cc1cc(=O)n2ccsc2n1)Cc1nc2ccccc2c(=O)[nH]1,-27.5,9.5,-6.4,-0.1,-5.8,-8.0,99.0,97.0,-1.0

# Reformatted: results already given
# Every second line gives: NALP1 inh | PHOSPHO1 block | M18AAP inhibitor | OXTR ag | DNA FID counter | GPR7 antag | MEKK3 PB1 HTS | MEKK2wt PB1 HTS | MEKK2 mut-MEK5
FC(F)(F)c1ccc(Nc2nnnc3ccccc23)cc1
 : -22.8 | 60.9* | -13.6 | -0.7 | 0.8 | -14.2 | 103.0 | 98.0 | -1.0
CCN(Cc1cc(=O)n2ccsc2n1)Cc1nc2ccccc2c(=O)[nH]1
 : -27.5 | 9.5 | -6.4 | -0.1 | -5.8 | -8.0 | 99.0 | 97.0 | -1.0
